# 12-LOX inh: blocks human arachidonate 12S-lipoxygenase; Potency, µM (doses to about 108 µM), without a hit: top-dose activity change, negative = inhibition, usual class: inhibitors; AID 1671190; purified 12hLO, xylenol orange hydroperoxide absorbance; 1.1% of 580,000 active; P18054; note: potency is the fitted concentration of half-maximal effect; % is set by controls: 0 for no effect and ±100 for the full control effect
# Target sequence (P18054 whole entry, looked up): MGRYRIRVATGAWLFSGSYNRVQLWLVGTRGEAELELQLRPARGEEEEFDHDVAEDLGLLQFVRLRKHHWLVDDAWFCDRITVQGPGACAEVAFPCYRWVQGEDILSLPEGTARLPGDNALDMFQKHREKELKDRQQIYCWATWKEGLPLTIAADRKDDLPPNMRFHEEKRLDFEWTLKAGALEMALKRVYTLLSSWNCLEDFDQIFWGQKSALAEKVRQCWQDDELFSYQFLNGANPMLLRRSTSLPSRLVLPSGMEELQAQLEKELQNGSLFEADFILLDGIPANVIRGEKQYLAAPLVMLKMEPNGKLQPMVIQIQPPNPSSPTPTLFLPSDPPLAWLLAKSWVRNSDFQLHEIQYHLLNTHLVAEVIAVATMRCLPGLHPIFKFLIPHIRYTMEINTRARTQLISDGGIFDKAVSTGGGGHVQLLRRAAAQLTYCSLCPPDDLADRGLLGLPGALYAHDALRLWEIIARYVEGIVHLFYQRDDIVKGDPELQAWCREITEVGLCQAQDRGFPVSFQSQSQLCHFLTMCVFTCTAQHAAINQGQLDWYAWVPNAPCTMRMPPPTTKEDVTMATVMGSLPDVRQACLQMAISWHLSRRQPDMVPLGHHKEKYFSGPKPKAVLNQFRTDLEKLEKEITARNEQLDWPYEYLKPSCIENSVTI
#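 Purified human 12hLO at 150 nM in 25 mM Hepes, 0.01% Triton X-100, pH 7.0, preincubated 15 min at room temperature with compound. Reaction started with 40 uM arachidonic acid, 30 min at room temperature. Hydroperoxide measured by Fe-xylenol orange, 573/405 nm absorbance ratio.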
# RGS4 inh: inhibitors of human regulator of G protein signaling 4. P49798. Transcreener GDP fluorescence polarization, RGS4-accelerated GTP hydrolysis. Potency, µM (doses to about 114 µM), inactives show at the top dose activity change, negative = inhibition, most hits filed as inhibitors. 0.039% of 390,000 active. AID 504845; note: potency is the fitted concentration of half-maximal effect; % is set by controls: 0 for no effect and ±100 for the full control effect; nearly all actives have a fitted effect of over 75% in size; some results filed as inactive show a strong effect at the top dose
# Target sequence (P49798 whole entry, looked up): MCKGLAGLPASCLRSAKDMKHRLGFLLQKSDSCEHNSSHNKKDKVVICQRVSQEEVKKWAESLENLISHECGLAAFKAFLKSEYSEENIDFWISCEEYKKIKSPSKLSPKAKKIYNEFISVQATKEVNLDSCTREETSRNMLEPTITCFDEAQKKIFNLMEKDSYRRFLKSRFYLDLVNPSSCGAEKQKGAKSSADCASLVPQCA
#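 MLSMR compounds (23 nl, pin-transferred) preincubated 10 min at room temperature with a 500nM (2x) first reagent, then RGS4 at 900nM (2x) plus Transcreener GDP mix added; fluorescence polarization (620/688 nm) read before and after 90 min at 30 °C.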
# Pol beta inh: inhibitors of human DNA polymerase beta; P06746; Pol beta primer extension/strand displacement, fluorescence kinetic; Potency, µM (titrated, usually from 114 µM), inactives show at the highest dose activity change, negative = inhibition, most hits filed as inhibitors; 1.3% of 340,000 active; AID 485314; note: potency is the fitted concentration of half-maximal effect; % is set by controls: 0 for no effect and ±100 for the full control effect
#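 Pol beta (10 nM) and compounds were preincubated 15 min at room temperature, then 50 nM substrate (final) started primer extension/strand displacement. Reads were taken at 0 and 10 min; concentration-response data were fitted to a four-parameter Hill equation.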
# POLH inh: DNA polymerase eta (human) inhibition; recombinant Pol eta, fluorescent DNA replication assay; Potency, µM (top dose mostly 114 µM), for inactives: top-dose activity change, negative = inhibition, usual class: inhibitors; 1.2% of 390,000 active; Q9Y253; note: potency is the fitted concentration of half-maximal effect; % is set by controls: 0 for no effect and ±100 for the full control effect
#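 Fluorescent replication assay: 50 nM final substrate added after a 15 min room-temperature compound preincubation with 10 nM enzyme. Signal taken at 0 min and again at 10 min.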
# APEX1 inh: inhibitors of human APE1 endonuclease | recombinant APE1, TAMRA/BHQ-2 abasic DNA cleavage fluorescence | Potency, µM (doses to about 65.8 µM), for the others: at the top dose activity change, negative = inhibition, most hits filed as inhibitors | 0.35% of 350,000 active | AID 2517;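 note: potency is the fitted concentration of half-maximal effect; plate controls were vehicle for no effect and reference inhibitor for full effect; nearly all actives have a fitted effect of over 55% in size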
#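 Measures dequenching upon AP-site incision of a 5'-TAMRA/3'-BHQ-2 THF-containing duplex, 50 nM; human APE1 0.75 nM after 15 min room-temperature exposure to compound; kinetic three-point read at one-minute spacing.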
# Pol kappa inh: blocks human DNA polymerase kappa activity; Q9UBT6; purified Pol kappa, fluorescent DNA synthesis assay, 10 min; Potency, µM (titrated, usually from 107 µM), for inactives: at the top dose activity, negative = inhibition, hits mostly inhibitors; 0.53% of 400,000 active; note: potency is the fitted concentration of half-maximal effect; % is set by controls: 0 for no effect and ±100 for the full control effect
#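 Pol kappa 10 nM + cpd, 15 min RT; start w/ substrate 50 nM final; fluorescence kinetic read, 0 and 10 min. Neg ctrl: buffer, no enzyme.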
# Apoferritin bind: candidate novel general anesthetic via apoferritin binding; 0.074% of 350,000 active; apoferritin/1-aminoanthracene competitive binding, fluorescence; P02791; AID 485281; Potency, µM (titrated, usually from 77.5 µM), for inactives: at the highest dose activity change, negative = displacement, actives largely listed as inhibitors; note: potency is the fitted concentration of half-maximal effect; % is set by controls: 0 for no effect and ±100 for the full control effect; nearly all actives have a fitted effect of over 20% in size
# Target sequence (P02791 2-175 limits assumed): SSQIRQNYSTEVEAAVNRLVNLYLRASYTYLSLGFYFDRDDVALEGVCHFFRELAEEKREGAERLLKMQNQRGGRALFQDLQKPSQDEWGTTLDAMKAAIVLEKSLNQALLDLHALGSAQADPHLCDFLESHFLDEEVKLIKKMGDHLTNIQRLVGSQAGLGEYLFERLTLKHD
#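 10 uM apoferritin + 50% sat. 1-AMA, PBS; cpd 10 min RT; Ex380/Em535 endpoint; normalized to free probe vs complex; 4-param Hill fit; propofol titration as pos. ctrl.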
# LDHA inh: blocks human lactate dehydrogenase A; P00338; activity change, % (values are at about 110 or 230 µM); purified LDHA, NADH/diaphorase-resazurin fluorescence; stronger effect = lower value; AID 1347041; 0.15% of 480,000 active; in the data active = activity change below about -30%; inconclusive = mostly about -25% to -30%;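 note: plate controls were DMSO wells for no effect and wells without enzyme for full effect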
#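 Human LDH5 at 2 nM final in Tris HCl pH 7.4 with 0.06 mM NADH and 0.2 mM pyruvate, reacted 5 minutes at room temperature. Remaining NADH coupled via diaphorase/resazurin; resorufin fluorescence read at 0 and 20 minutes, normalized to enzyme-free and DMSO wells.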
# ERG-DNA inh: ERG Ets/DNA interaction inhibition; AID 624246; 0.028% of 370,000 active; Potency, µM (highest dose often 76.9 µM), without a hit: top-dose FP activity, negative = inhibition, actives largely listed as inhibitors; P11308; fluorescence polarization, His-ERG Ets domain / labelled DNA; active = well fitted inhibition curve with a large enough effect in the polarisation, with a control signal flat; inconclusive = small, poorly fitted or top-dose-only effect, or effect the other way, or a change in a side signal; inactive = no such curve, though single readings can be large or run the other way; the % refers to the polarisation;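 note: polarization taken with two DNA probes labelled with fluorescein and Texas red; potency is the fitted concentration of half-maximal effect; % of control where 0% means no effect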
#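 His-tagged ERG Ets domain (1 uM in the protein solution; 300mM KCl, 50mM Tris-HCl, 1mM EDTA, 1mM DTT, pH 7.5) received compound, then a probe mix of 5 nM fluorescein-DNA and 100nM Texas-615-DNA. Fluorescence polarization was read for both dyes.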
# The depositor's hits bear a star; i = inactive; u = inconclusive; x = not tested or not shown; [ ] = remark or other dose. Unless noted, calls come from the whole dose curve; as a rule, active = well fitted curve in the direction sought with a large enough effect; inconclusive = small, poorly fitted or top-dose-only effect, or another doubt; inactive = no such curve, though single readings can be large; an effect the other way counts as inactive or inconclusive. These rows are one share of the data, so the mix of outcomes need not match the whole.
SMILES	12-LOX inh	RGS4 inh	Pol beta inh	POLH inh	APEX1 inh	Pol kappa inh	Apoferritin bind	LDHA inh	ERG-DNA inh
NC(=S)N/N=C/c1ccc2ccccc2c1	-21%	-33%	1%	-6%	3%	2%	-11%	-6	8%
O=C(CSc1ccc2nnc(-c3cccs3)n2n1)N1CCCC1	-1%	-16%	45µM*	-14%	6%	0%	-4%	0	11%
CCC(=O)N1CCn2c1nc1ccccc12	u	12%	22%	4%	-3%	1%	-6%	-10	-13%
CCOC(=O)c1ccc(Nc2nn3c(=O)c4ccccc4nc3s2)cc1	-18%	18%	u	-5%	x	-6%[60.1 µM]	-1%	-8	-2%
CCN1CCN(CC(O)COc2cccc(OC)c2)CC1 (centres undefined)	u	-4%	-3%	-16%	0%	-5%	-7%	-7	-2%
Cc1noc(C)c1COc1ccccc1C(=O)NC1CCC(C)CC1 (centres undefined)	-13%	14%	14%	-8%	55%[activator]	-4%	-12%	2	-3%
CC1(C)C(c2cccs2)=[N+]([O-])C2(CCCCC2=O)N1O (centres undefined)	3%	-37%	-2%	-23%	0%	-4%	-19%	-4	6%
CCOc1ccc(S(=O)(=O)Nc2ccc(O)c(Sc3ncn[nH]3)c2)cc1	-6%	-14%	-4%	-8%	11%	6%	3%	10	0%
CCCCc1ccc(NC(=O)C(C)CC)cc1 (centres undefined)	5%	-5%	-4%	-14%	3%	-6%	-9%	0	4%
CN(CC(=O)N1CCCCCC1)S(=O)(=O)c1ccc(Br)cc1	0%	-14%	29%	-11%	20%	2%	-4%	-1	-5%

# Next section:
SMILES	12-LOX inh	RGS4 inh	Pol beta inh	POLH inh	APEX1 inh	Pol kappa inh	Apoferritin bind	LDHA inh	ERG-DNA inh
CC1(C)CC(=O)C(=Cc2cn(CCC#N)nc2-c2ccc(F)cc2)C(=O)C1	-21%	u	0%	4%	8%	3%[60.1 µM]	u	1	2%
O=C(CCNS(=O)(=O)c1ccccc1)N1CCCC1	7%	2%	0%	-6%	21%	4%	-6%	-1	-11%
CCCCOc1ccc(C(=O)N2CCC(C)CC2)cc1	12%	-10%	-11%	-16%	1%	2%	-16%	1	2%
COc1ccc(S(=O)(=O)N2CCCC2)cc1NC(=O)c1ccccc1	u	1%	2%	-11%	28%	-4%	-8%	-20	13%
COc1cccc(CC(=O)N2CCCC(CCC(=O)N3CCN(c4ccccn4)CC3)C2)c1 (centres undefined)	22%	5%	u	-13%	7%	-12%	-8%	-8	1%
COc1cc(/C=C2\SC(=O)N(c3ccccc3Cl)C2=O)cc([N+](=O)[O-])c1O	u	-4%	89µM*	56µM*	-5%	-12%	18µM*	-4	1%
Cc1cc(C(=O)COC(=O)c2cccnc2Cl)c(C)n1C	0%	6%	x	-5%	11%	0%	x	-1	-1%
Fc1cccc(-c2ncc(-c3ccccc3)o2)c1	u	-27%	x	-15%	x	-12%	x	-5	2%
Cn1ccnc1COc1ccc(/C=N/O)cc1	37%[activator]	-10%	13%	-6%	20%	1%	-11%	-1	-5%
COc1ccc(/C=N/Nc2nc(C)nc(N)n2)cc1	0%	-18%	-11%	-19%	19%	1%	-16%	-6	1%

# A section from the list above, as a working copy:
SMILES	12-LOX inh	RGS4 inh	Pol beta inh	POLH inh	APEX1 inh	Pol kappa inh	Apoferritin bind	LDHA inh	ERG-DNA inh
NC(=S)N/N=C/c1ccc2ccccc2c1	-21%	-33%	1%	-6%	3%	2%	-11%	-6	8%
O=C(CSc1ccc2nnc(-c3cccs3)n2n1)N1CCCC1	-1%	-16%	45µM*	-14%	6%	0%	-4%	0	11%
CCC(=O)N1CCn2c1nc1ccccc12	u	12%	22%	4%	-3%	1%	-6%	-10	-13%
CCOC(=O)c1ccc(Nc2nn3c(=O)c4ccccc4nc3s2)cc1	-18%	18%	u	-5%	x	-6%[60.1 µM]	-1%	-8	-2%

# Other entries:
SMILES	12-LOX inh	RGS4 inh	Pol beta inh	POLH inh	APEX1 inh	Pol kappa inh	Apoferritin bind	LDHA inh	ERG-DNA inh
CC(=O)c1ccc(C)cc1OC(=O)c1cccc(F)c1	-8%	4%	17%	-20%	-3%	-2%	-13%	3	4%
COc1ccc(CN(CC2CCC(C(=O)O)CC2)C(=S)Nc2ccccc2C)cc1 (centres undefined)	-14%	-7%	22%	-12%	29%	-3%	-2%	-8	-5%
Cc1cc(NC(=O)Nc2c[nH]c(=O)[nH]c2=O)ccc1Br	u	-26%	u	-7%	-15%	-26%	-13%	-17	24%
Cc1cc(C)c2c(N)c(C(=O)N/N=C/c3cccnc3)sc2n1	-1%	-28%	u	-16%	7%	-6%	-10%	-1	5%
COc1cc(Cl)ccc1OCc1cc(C(=O)N2CCN(C)CC2)no1	-27%	0%[56.9 µM]	-5%	-14%	51%[activator]	0%	-11%	-2	7%
CCO[C@@H]1OC(C(=O)N2CCOCC2)=C[C@H](c2ccc(C(F)(F)F)cc2)[C@H]1CCCO	26%	1%	-6%	-11%	1%	11%	-8%	0	-1%
COc1cc2c(cc1OC)n(CC(=O)NC1CCCCCC1)n1c(C)cc(=O)nc21	-1%	-21%[56.9 µM]	28%	u	20%	-4%	7%	-3	-8%
C=C1CCN(C(CC(C)C)C(=O)NN2CCOCC2)S(=O)(=O)c2ccccc21 (centres undefined)	x	-16%	x	x	-1%	-1%	2%	x	x
O=C(Nc1ccc(O)cc1)c1ccc(NC(=O)c2ccco2)cc1	9%	-9%	-1%	-11%	-7%	6%	-3%	1	5%
Cc1oc(-c2cccs2)nc1CN1CCC(C(=O)N2CCCC2)CC1	-5%	0%[56.9 µM]	-8%	-3%	-1%	-2%	-14%	-3	1%

# More structures.
SMILES	12-LOX inh	RGS4 inh	Pol beta inh	POLH inh	APEX1 inh	Pol kappa inh	Apoferritin bind	LDHA inh	ERG-DNA inh
O=C1CCC(=O)N1c1ccccc1	21%	-10%	23%	-11%	56%[activator]	0%	-5%	-2	19%
Cc1ccc(NC(=O)CC2(CC(=O)O)CCCC2)c(C)c1	10%	11%[56.9 µM]	7%	9%	18%	0%	1%	-5	-7%
COCCn1cnc2c1c(=O)n(CC#N)c(=O)n2Cc1ccccc1	1%	-21%	17%	-13%	-2%	5%	-9%	3	-2%
O=C(CN1C(=O)NC2(CCCCCC2)C1=O)Nc1ccc(Br)cc1Br	2%	-14%	x	-28%	26%	-7%	x	-4	6%
CCOc1ccc(CN2CCNC(=O)C2CC(=O)NCc2cc(C)n(C)n2)cc1 (centres undefined)	u	-31%	17%	-17%	56%[activator]	-5%	-10%	-3	-16%
COCCn1c(=O)[nH]c2cc(C(=O)Nc3cccc(F)c3)ccc2c1=O	1%	12%	36%[activator]	1%	19%	-5%	-1%	-2	-1%
O=C(Nc1nccs1)c1cccc2ccccc12	-3%	13%	19%	3%	17%	-6%	-13%	-9	-1%
CCOc1ccc(N(CC)S(=O)(=O)N2CCCC(C(=O)Nc3ccc(NC(C)=O)cc3)C2)cc1 (centres undefined)	-4%	0%	-11%	-20%	x	-13%	-10%	5	-2%
CCOC(=O)CN(C(=O)COc1nc(-c2ccccc2)cc(C)c1C#N)c1ccc(F)cc1	11%	-5%	2%	-6%	-3%	0%	6%	-7	-3%
CCCOc1ccc(C(=O)NCC(c2cccs2)N(C)C)cc1OC (centres undefined)	-20%	-12%	10%	-19%	3%	-9%	-3%	-4	0%

# Structures above shown as hits in Pol beta inh.
SMILES,12-LOX inh,RGS4 inh,Pol beta inh,POLH inh,APEX1 inh,Pol kappa inh,ERG-DNA inh
O=C(CSc1ccc2nnc(-c3cccs3)n2n1)N1CCCC1,-1%,-16%,45µM*,-14%,6%,0%,11%
COc1cc(/C=C2\SC(=O)N(c3ccccc3Cl)C2=O)cc([N+](=O)[O-])c1O,u,-4%,89µM*,56µM*,-5%,-12%,1%

# Continued:
SMILES	12-LOX inh	RGS4 inh	Pol beta inh	POLH inh	APEX1 inh	Pol kappa inh	Apoferritin bind	LDHA inh	ERG-DNA inh
COc1cc(N)c(Cl)cc1Cl	-3%	22%	-1%	3%	-3%	-17%	-5%	-2	-9%
O=S1(=O)N=C(N(CCO)/N=C/c2ccc(Br)cc2)c2ccccc21	-2%	15%	-1%	-16%	5%	-3%	2%	-1	9%
Cc1nn(-c2ccccc2)c2c1N(CC(=O)N1CCN(c3ccc(Cl)cc3)CC1)C(=O)CS2	-22%	11%	26%	-11%	x	17%	-11%	-13	-1%
COCCNC(=S)N1CCC(Cc2ccccc2)CC1	0%	6%	12%	-8%	2%	0%	-10%	-3	-7%
COC(=O)c1[nH]c2cc(OC)ccc2c1NC(=O)CN1CCC(C(N)=O)(N2CCCCC2)CC1	22%	19%	10%	-15%	-4%	-4%	1%	3	-3%
O=C(NCc1cn2ccsc2n1)c1cccs1	11%	-2%	-13%	-15%	-1%	-3%	-1%	0	-3%
COc1cc(/C=N/Nc2ccccc2)ccc1O	u	0%	-16%	-11%	38%	-9%	4%	30	-25%
CC(=O)NNC(=S)Nc1cccc(F)c1	i	0%	-9%	-3%	-4%	3%	-6%	-4	-11%
CN(C)S(=O)(=O)c1cccc(NC(=O)CC23CC4CC(CC(C4)C2)C3)c1	0%	-11%	17%	-17%	25%	-2%	u	0	1%

# Screening data deposited in PubChem BioAssay by National Center for Advancing Translational Sciences (NCATS).
